PAFAH1B2 inh: PAFAH1B2 enzyme inhibitors, primary screen, biochemical, fluorescence polarization, human; Platelet-activating factor acetylhydrolase IB subunit alpha2 (Homo sapiens), P68402; recombinant PAFAH1B2, FP-rhodamine activity probe; inhibition, % at 3.39 µM; 340,000 tested, 1.2% active;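 active = inhibition above the mean of all tested compounds plus 3 SD, cut at about 24% in these data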;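 also: 0% = enzyme with DMSO and 100% = wells lacking PAFAH1B2; many of its hits are not listed in these tables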
Target sequence (P68402 whole entry, looked up): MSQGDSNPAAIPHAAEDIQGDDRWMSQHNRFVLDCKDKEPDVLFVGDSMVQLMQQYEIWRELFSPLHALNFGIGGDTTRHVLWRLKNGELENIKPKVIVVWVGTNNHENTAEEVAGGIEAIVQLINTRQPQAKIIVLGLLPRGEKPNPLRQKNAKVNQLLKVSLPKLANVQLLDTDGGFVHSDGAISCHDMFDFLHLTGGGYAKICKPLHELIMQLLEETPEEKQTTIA
LYPLA1 counter: LYPLA1 inhibitors, primary screen, counter-screen for PME1 inhibitor project, biochemical, fluorescence polarization, FP-Rh probe ABPP | Acyl-protein thioesterase 1 (Homo sapiens), O75608 | recombinant LYPLA1 | inhibition, % at 5.9 µM | 320,000 tested, 0.16% active | AID 2174, 2009;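 active = inhibition above the mean of all tested compounds plus 3 SD, set per campaign, cut at about 14% in these data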;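 also: inhibitors block serine hydrolase probe labeling of LYPLA1 so polarization falls; 0% = enzyme with DMSO and 100% = wells lacking LYPLA1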
Target sequence (O75608 whole entry, looked up): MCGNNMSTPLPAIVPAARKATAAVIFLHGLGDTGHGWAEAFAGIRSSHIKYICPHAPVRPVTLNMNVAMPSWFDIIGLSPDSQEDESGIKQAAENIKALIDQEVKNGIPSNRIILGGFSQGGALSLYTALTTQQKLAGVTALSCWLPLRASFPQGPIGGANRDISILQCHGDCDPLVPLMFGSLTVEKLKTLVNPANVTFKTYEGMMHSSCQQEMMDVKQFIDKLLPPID
LYPLA2 counter: LYPLA2 inhibitors, primary screen, counter-screen for PME1 inhibitor project, biochemical, fluorescence polarization, FP-Rh probe ABPP; recombinant LYPLA2; 320,000 tested, 0.38% active; inhibition, % at 5.9 µM;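 active = inhibition above the screen-wide mean plus 3 SD, limit set per campaign, cut at about 26% in these data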;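 also: 0% = LYPLA2 with DMSO and 100% = wells lacking LYPLA2 enzyme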
PME-1 inh: PME-1 inhibitors via competitive probe labeling, primary screen, biochemical, fluorescence polarization, FP-Rh probe, HTS | recombinant PME-1 | inhibition, % at 5.9 µM | AID 2130, 2009 | 320,000 tested, 0.53% active | Protein phosphatase methylesterase 1 (Homo sapiens), Q9Y570;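 active = inhibition above the campaign mean of all compounds plus 3 SD, cut at about 26% in these data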;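 also: competitive labeling of PME-1 active site by serine hydrolase directed probe; 0% = PME-1 with DMSO and 100% = wells lacking PME-1 enzyme; inhibitors block probe labeling so polarization falls and inhibition rises; many of its hits are not listed in these tables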
pPAFAH inh: pPAFAH enzyme inhibitors, primary screen, biochemical, fluorescence polarization, human; Platelet-activating factor acetylhydrolase (Homo sapiens), Q13093; recombinant pPAFAH, FP-rhodamine probe fluorescence polarization; inhibition, % at 3.39 µM; 330,000 tested, 1.5% active;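 active = inhibition above the mean inhibition across the screen plus 3 SD, cut at about 25% in these data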;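 also: inhibitors block binding of the rhodamine activity-based probe so polarization drops; 0% = enzyme with DMSO and 100% = wells lacking pPAFAH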
Target sequence (Q13093 whole entry, looked up): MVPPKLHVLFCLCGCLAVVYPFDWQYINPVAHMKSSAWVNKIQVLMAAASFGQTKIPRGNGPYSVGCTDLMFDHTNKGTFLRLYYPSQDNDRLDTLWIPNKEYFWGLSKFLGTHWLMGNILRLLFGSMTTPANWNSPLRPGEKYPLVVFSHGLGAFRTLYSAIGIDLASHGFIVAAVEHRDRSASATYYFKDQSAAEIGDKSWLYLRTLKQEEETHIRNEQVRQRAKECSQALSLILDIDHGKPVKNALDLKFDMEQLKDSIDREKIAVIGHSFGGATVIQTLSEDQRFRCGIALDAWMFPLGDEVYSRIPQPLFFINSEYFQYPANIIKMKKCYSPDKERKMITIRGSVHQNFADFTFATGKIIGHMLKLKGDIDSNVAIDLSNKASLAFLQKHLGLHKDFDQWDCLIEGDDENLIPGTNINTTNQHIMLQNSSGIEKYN
PAD4 FP inh: human PAD4 inhibitors, primary screen, biochemical, fluorescence polarization, 1536-well format; inhibition, % at 6.36 µM; 330,000 tested, 0.41% active; recombinant PAD4, RCA probe fluorescence polarization; Protein-arginine deiminase type-4 (Homo sapiens), Q9UM07;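 active = percent inhibition above a cutoff equal to the mean of all tested compounds plus 3 SD, cut at about 15% in these data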;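 also: 0% = PAD4 with RCA probe and DMSO and 100% = probe without PAD4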
PAFAH1B3 inh: PAFAH1B3 enzyme inhibitors, primary screen, biochemical, fluorescence polarization, human. Platelet-activating factor acetylhydrolase IB subunit alpha1 (Homo sapiens), Q15102. recombinant PAFAH1B3, FP-rhodamine probe. inhibition, % at 3.39 µM. 340,000 tested, 0.28% active. AID 492972, 2010;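 active = inhibition above the screen-wide average of all tested compounds plus 3 SD, cut at about 25% in these data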;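 also: 0% = enzyme with DMSO only and 100% = wells lacking PAFAH1B3 protein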
GSTO1 counter: inhibitors of recombinant GSTO1, primary screen, counter-screen for RBBP9 inhibitor project, biochemical, fluorescence polarization; Glutathione S-transferase omega-1 (Homo sapiens), P78417; activity-based probe fluorescence polarization; inhibition, % at 5.96 µM; 300,000 tested, 1.1% active; AID 1974, 2009;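 active = inhibition above the campaign mean inhibition plus 3 SD, cut at about 35% in these data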;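 also: 0% = GSTO1-1 with DMSO and 100% = wells lacking GSTO1-1 enzyme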
PREPL inh: PREPL enzyme inhibitors, primary screen, biochemical, fluorescence polarization; inhibition, % at 5.96 µM; 320,000 tested, 0.68% active; recombinant PREPL, fluorescence polarization activity-based probe; Prolyl endopeptidase-like (Homo sapiens), Q4J6C6; AID 2751, 2010; in the data active = inhibition above about 43%;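 also: 0% = enzyme with DMSO and 100% = wells lacking enzyme; many of its hits are not listed in these tables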
An asterisk follows results filed as active; . = not tested or not shown. The list is partial; rates above refer to the full screens.

SMILES	PAFAH1B2 inh	LYPLA1 counter	LYPLA2 counter	PME-1 inh	pPAFAH inh	PAD4 FP inh	PAFAH1B3 inh	GSTO1 counter	PREPL inh
Cc1ccc2oc(-c3ccccc3C(=O)O)cc(=O)c2c1	7	-3	2	1	-1	2	9	-3	-10
Cc1nnc(SCc2c(Cl)cccc2Cl)s1	3	0	-1	-9	10	4	-1	1	-9
Cc1ccc(-c2nc(S(=O)(=O)c3ccc(C)cc3)c(N(C)C)o2)cc1	3	4	5	3	2	-2	11	2	-3
O=C(COC(=O)c1nc(Cl)ccc1Cl)Nc1ncc(Cl)cc1Cl	61*	-1	9	1	4	1	51*	-6	9
CN(C)C(CNC(=O)CNC(=O)Cc1cccc2ccccc12)c1ccccc1 (configuration not stated)	6	4	8	2	5	0	-6	4	6
COCCNC(=O)c1ccc(N2CCC3(CC2)OCCO3)c([N+](=O)[O-])c1	-4	2	5	3	6	-6	10	-1	0
N#Cc1ccc(COC(=O)C2CCC(=O)N2)cc1 (configuration not stated)	-5	-2	-8	-7	-7	2	2	3	-5
CC(C)NC(=O)C(=O)Nc1cc2c3c(c1)CCC(=O)N3CCC2	0	3	7	0	4	4	8	-1	15
COc1cc(C(=O)NC2CCCc3ccccc32)ccc1OCC(=O)Nc1ccc(F)cc1 (configuration not stated)	-4	3	4	0	-1	-4	0	4	-4
CCOc1cc2[nH]c(=O)n(CCC(=O)NCCc3ccc(OC)c(OC)c3)c(=O)c2cc1OCC	0	2	4	1	0	-3	-3	-2	-4
O=C(COC(=O)c1cnccn1)NCc1ccc(Cl)cc1	4	5	7	1	3	-5	4	-3	-3
NC(=O)c1ccsc1NC(=O)COC(=O)COc1ccccc1[N+](=O)[O-]	3	2	-1	6	2	1	4	.	13
COc1ccc(-n2c(SCc3ccccn3)nc3c(c2=O)SCC3)cc1OC	9	0	-2	0	1	2	3	5	10
Cn1c(=O)n(Cc2ccccc2Br)c2ccccc21	-1	2	6	0	0	2	9	9	-3
Cc1cccc(NC(=O)CCCC(=O)OC(C)C(=O)c2ccccc2)c1 (configuration not stated)	3	1	5	4	7	1	2	3	-2
O=C(CCN1C(=O)[C@@H]2Cc3ccccc3CN2C1=O)NCc1ccccc1Cl	4	2	4	-2	2	-10	4	-3	-37
CCC(C)[C@H](NC(=O)N1CC(=O)Nc2ccccc21)C(=O)N1CCC(C(=O)O)CC1 (some centres not stated)	0	2	-9	6	2	-2	7	6	12
CSc1cccc(NC(=O)N2CCCC(CNS(=O)(=O)Cc3ccccc3)C2)c1 (configuration not stated)	5	1	-2	6	8	-3	8	2	-2
O=C(Nc1ccccc1)C1=C[C@@H](C2CC2)C[C@@H](OCCCCO)O1	4	-1	3	-11	0	-2	-3	1	-3
Cc1nnc(SCc2cccc([N+](=O)[O-])c2)s1	2	2	2	2	1	1	6	0	7
COCCCN1CC23C=CC(O2)C(C(=O)OC)C3C1=O (configuration not stated)	2	-4	-2	-8	1	1	2	-5	-6
Cc1cc(NC(=O)c2c(F)c(F)c(F)c(F)c2F)no1	2	2	1	-2	6	4	-4	2	7
Cc1cc(C(=O)Nc2ccc3c(c2)OCO3)no1	-1	1	-2	-3	6	-5	8	2	2
CC(C)N(Cc1ccccc1)C(=O)COC(=O)c1c(F)cccc1F	13	.	.	.	-4	1	5	.	2
Cc1cc(C)c(C)c(OCCn2ccnc2)c1	0	-2	5	5	4	0	2	-4	0
SMILES	PAFAH1B2 inh	LYPLA1 counter	LYPLA2 counter	PME-1 inh	pPAFAH inh	PAD4 FP inh	PAFAH1B3 inh	GSTO1 counter	PREPL inh
Cc1ccc(NCc2nnc(SCC(=O)Nc3nnc(C)s3)n2C)cc1	2	-4	0	-1	1	-4	5	2	2
O=C(CNS(=O)(=O)c1cccs1)NCc1ccccc1	3	-2	-2	-2	-3	-2	3	8	0
Cc1cccc(OCCCSc2nc3ccc(C)cc3[nH]2)c1	2	-4	-10	-3	0	-3	3	-6	-22
CC1CN(S(=O)(=O)c2cccc(C(=O)OC(C)C(=O)NC3CCCCC3C)c2)CC(C)O1 (configuration not stated)	0	-1	-4	5	2	-6	6	0	2
CC1=NN(c2ccc(C)cc2C)C(=O)C1C(c1ccccc1O)C1C(=O)N(c2ccc(C)cc2C)N=C1C (configuration not stated)	-3	-1	5	0	3	45*	3	56*	-5
CC1(C)c2[nH]c3ccccc3c2C[C@H]2C(=O)N(CCCCCO)CC(=O)N21	4	-4	7	3	3	-4	-1	3	-2
CSc1nccc(NC(=O)c2ccc(C(C)(C)C)cc2)n1	4	-7	-6	2	4	-1	8	-5	0
O=C1CC(N2CCCc3ccccc32)C(=O)N1c1ccccc1 (configuration not stated)	-2	-2	2	-2	0	1	0	2	9
COc1cc(/C=C/C(=O)N2C(=O)c3cccc(N)c3C2=O)cc(OC)c1OC	-4	-4	-2	4	-5	-3	3	2	5
COc1ccccc1C(CNC(=O)c1cccc(S(=O)(=O)Nc2ccc(C)cc2)c1)N(C)C (configuration not stated)	3	-1	-10	3	18	3	6	3	-11
CC1CCN(C(=O)C2CCN(CC(C)c3ccccc3)CC2)CC1 (configuration not stated)	-3	2	0	-1	5	-4	-2	6	10
O=c1c2cc(Cl)ccc2nc(-c2ccc([N+](=O)[O-])cc2)n1O	9	1	-8	-7	-2	-4	4	19	6
Clc1cccc(OCc2nnc(-c3ccccc3Br)o2)c1	1	-6	-8	0	13	-1	-6	3	-6
CCCOc1ccc(NC(=O)CCC(=O)NC(C)c2ccccc2)cc1 (configuration not stated)	10	0	-5	-1	1	2	7	-2	18
OC(Cn1cnnc1)c1ccccc1 (configuration not stated)	5	2	3	0	0	-5	7	-7	4
COc1ccc(C(=O)OCC(=O)NCC2CCCO2)c(F)c1 (configuration not stated)	3	0	3	-2	8	2	4	.	5
COc1ccc(C2C(C#N)=C(N)Oc3c2sc2nc(C)cc(C)c32)cc1 (configuration not stated)	-3	3	9	2	6	-7	-4	3	26
Cc1cc(C)c(-c2cc(NC(=O)COC(=O)c3ccc(CO)cc3)n(-c3ccccc3)n2)cc1C	-5	-1	1	5	3	-4	-6	5	2
CC1CCN(C(=O)COC(=O)C2CCN(S(=O)(=O)c3ccc4c(c3)OCCO4)CC2)CC1	1	-1	2	-5	12	-4	3	-2	-9
COC(=O)/C=c1/sc2nc3ccccc3n2c1=O	5	1	2	0	5	2	-1	0	1
CCOCCN(C(=O)COC)c1cccc(OC)c1	-4	-1	-6	-2	3	1	-3	2	-3
COCCNC(=O)COc1coc(CN2CCN(Cc3ccccc3)CC2)cc1=O	4	2	10	-3	-2	0	1	-2	2
COc1ccc(N2CC(C(=O)Nc3nccs3)CC2=O)cc1 (configuration not stated)	15	4	9	1	8	-1	-9	3	11
COc1ccccc1CNC(=O)[C@@H]1CCCN1C(=O)[C@@H]1Cc2ccccc2CN1C(=O)OC(C)(C)C	0	1	0	-8	9	-1	6	7	11
O=C(COC(=O)C1CCN(c2ccc(C(F)(F)F)cn2)CC1)NCc1ccc(F)cc1	5	-3	-4	-1	2	3	5	10	-2
SMILES	PAFAH1B2 inh	LYPLA1 counter	LYPLA2 counter	PME-1 inh	pPAFAH inh	PAD4 FP inh	PAFAH1B3 inh	GSTO1 counter	PREPL inh
COc1ccc(C/C(C)=N\NC(=O)c2c[nH]c3ccccc23)cc1OC	0	-9	-10	-7	3	-1	2	-2	17
CC1CC(C)CN(C(=O)CCCn2c(=O)c3cccn3c3cccnc32)C1 (configuration not stated)	5	2	4	-4	-1	-4	4	-3	-3
C(=C\c1nc(N2CCCC2)c2ccccc2n1)/c1ccccc1	-4	2	5	-51	-2	-1	1	1	-5
COc1ccc(-n2c(SCC(N)=O)nnc2-c2cccnc2)cc1	-1	-4	2	-3	3	2	-1	5	0
Cn1c(=O)oc2cc(S(=O)(=O)NCCC(=O)N3CCc4ccccc4C3)ccc21	-1	2	-2	-4	-1	-2	-6	9	2
CC1=NN(C(N)=S)C(=O)C1N=Nc1c(C)cc(C)cc1C (configuration not stated)	1	3	4	-5	2	-4	2	-36	6
Cc1ccc(-c2csc(/C(C#N)=C/Nc3ccccc3SC(F)(F)F)n2)c(C)c1	2	1	-7	-9	-3	-3	-3	-1	-2
COc1ccc(NC(=O)c2ccc(Cl)nc2)cc1S(=O)(=O)N1CCCCC1	-6	-5	-14	-2	-8	-1	-3	4	2
Cc1ccccc1-n1cnc2cc(NCc3cccs3)ccc21	2	5	9	3	24	2	10	1	24
CCc1ccc(CNC(=O)Cn2nc(-c3ccc(C)cc3)ccc2=O)cc1	.	-1	10	7	8	-1	.	-17	-30
Cc1ccc2[nH]c(C(=O)N3CCCCC3)cc2c1	-2	3	-2	1	11	-2	12	4	0
COc1ccc(/C=C2\N=C(SC)NC2=O)cc1	1	7	7	2	0	-6	13	2	-14
COc1ccc(N2CCN(C(=O)CC3NC4CCCCC4NC3=O)CC2)cc1 (configuration not stated)	7	-2	-6	-2	6	3	4	-5	8
Cc1ccc(NC(=O)/C(=C/c2ccco2)c2ccccc2)c(C)c1	0	0	2	-6	-4	-1	10	-4	7
Cc1cccc(NC(=O)C(Cc2ccccc2)c2nn[nH]n2)c1C (configuration not stated)	6	-2	1	-1	-1	-2	8	4	10
COc1ccc(F)cc1CN1CCN(C(=O)CCC(=O)Nc2nnc(C3CCCCC3)s2)CC1	1	-1	2	1	0	3	-1	-3	14
O=c1[nH][nH]c(C(F)(F)F)c1C=NCc1ccc(Cl)cc1	9	0	7	-5	2	2	2	10	-3
O=C(Nc1nc2ccc([N+](=O)[O-])cc2s1)c1c(F)cccc1F	0	-1	4	6	5	-2	0	-8	-6
CC1CCN(C(=O)c2[nH]cnc2C(=O)NCC(=O)OCc2ccccc2)CC1	4	2	-4	3	3	-1	17	0	7
CN(Cc1ccccc1)C(=O)c1[nH]cnc1C(=O)NCCCCCNC(=O)OC(C)(C)C	2	-1	-4	-1	-1	0	18	.	-4
CCOc1ccc(NC(=O)CCC(=O)NNC(=O)c2ccc(Br)o2)cc1	5	2	8	3	1	1	-1	2	0
COc1ccc(OCCCC(=O)Nc2ncn[nH]2)cc1	5	0	-4	-2	3	-4	4	3	1
Cc1c(CC(=O)N2CCC(C(N)=O)CC2)c(=O)oc2cc3c(cc12)CCC1(CCCCC1)O3	7	-6	1	-1	15	0	6	2	-4

3 entries picked at random from those above:
SMILES	PAFAH1B2 inh	LYPLA1 counter	LYPLA2 counter	PME-1 inh	pPAFAH inh	PAD4 FP inh	PAFAH1B3 inh	GSTO1 counter	PREPL inh
O=c1[nH][nH]c(C(F)(F)F)c1C=NCc1ccc(Cl)cc1	9	0	7	-5	2	2	2	10	-3
CN(Cc1ccccc1)C(=O)c1[nH]cnc1C(=O)NCCCCCNC(=O)OC(C)(C)C	2	-1	-4	-1	-1	0	18	.	-4
CCc1ccc(CNC(=O)Cn2nc(-c3ccc(C)cc3)ccc2=O)cc1	.	-1	10	7	8	-1	.	-17	-30
